FUS yeast rescue: FUS proteinopathy suppression in yeast | S. cerevisiae FUS-expressing, growth rescue, OD600, 24 h | AID 1347120 | 390,000 compounds, 0.24% hits | Potency, µM (titrated, usually from 76.6 µM), inactives show at the highest dose growth rescue (activation), actives largely listed as activators;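 note: potency is the fitted concentration of half-maximal effect; plate controls were DMSO vehicle for no effect and reference control for full effect; nearly all actives have a fitted effect of over 55% in size; some results filed as inactive show a strong effect at the top dose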
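Read-out: OD at 600 nm after 24hr at 30C, reporting rescue of FUS-induced yeast toxicity. Cells at OD 0.005 in galactose (2%) minimal medium; compounds tested in a dilution series; CP55940 titration from 92uM final as control.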
DRD3 antagonist: antagonists of human D3 dopamine receptor | D3R cells, DiscoveRx beta-arrestin luminescence, antagonist mode; stronger effect = lower value | 360,000 compounds, 2.5% hits | max response, negative = inhibition, %; in the data active = max response below about -50%; inconclusive = no clear call, values can overlap the other calls; note: % is set by controls: 0 for no effect and ±100 for the full control effect; mostly tested at two doses, the higher about 12 µM
Target sequence (P35462 whole entry, looked up): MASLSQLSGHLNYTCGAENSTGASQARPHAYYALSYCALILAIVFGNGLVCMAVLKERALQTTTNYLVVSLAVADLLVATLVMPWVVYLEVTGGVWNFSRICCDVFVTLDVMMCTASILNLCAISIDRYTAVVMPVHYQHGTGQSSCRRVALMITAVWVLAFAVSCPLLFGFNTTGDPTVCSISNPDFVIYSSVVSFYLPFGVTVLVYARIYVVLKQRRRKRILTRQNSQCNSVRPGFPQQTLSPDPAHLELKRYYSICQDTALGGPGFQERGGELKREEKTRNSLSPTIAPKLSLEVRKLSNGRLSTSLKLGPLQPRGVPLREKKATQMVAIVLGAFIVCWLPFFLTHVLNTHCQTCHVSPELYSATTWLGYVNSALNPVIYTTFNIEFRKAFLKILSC
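Cells expressing the human receptor were seeded at 1500 cells/well, incubated overnight at 37 degrees C in 5% CO2, then exposed to library compounds with dopamine controls for 90 minutes at 37 degrees C before luminescent detection.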
GLP-1R inv ag: inverse agonists of human GLP-1 receptor | P43220 | HEK293 GLP-1R CRE-luciferase, luminescence, 24 h; GLP-1R form is constitutively active | Potency, µM (series often up to 38.3 µM), for inactives: at the highest dose activity change, negative = inhibition, actives largely listed as inhibitors | 410,000 compounds, 1.6% hits; note: potency is the fitted concentration of half-maximal effect; % is set by controls: 0 for no effect and ±100 for the full control effect; nearly all actives have a fitted effect of over 55% in size
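HEK293 cells stably co-expressing a cAMP-responsive luciferase reporter and constitutively active GLP-1R were seeded, incubated 12 h, then exposed to compounds for 24 h at 37 C. Luminescence was read 12 min after detection reagent; inverse agonists lower signal.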
TDP43 rescue: TDP-43 toxicity inhibition in yeast; TDP-43 expressing yeast growth rescue, BacTiter-Glo, 24 h; Potency, µM (top dose mostly 46.1 µM), for inactives: top-dose growth rescue (activation), most hits filed as activators; 410,000 compounds, 1.8% hits; AID 652104; note: potency is the fitted concentration of half-maximal effect; % of control where 0% means no effect; nearly all actives have a fitted effect of over 50% in size
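Luminescence from BacTiter-Glo reports growth of TDP-43-expressing yeast after 24 hr at 30 deg C with compound. Cells were raffinose-pregrown to mid-log, then seeded in galactose medium at OD600=0.02.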
aSyn yeast inh: rescues yeast growth from alpha-synuclein toxicity; Yeast expressing alpha-synuclein, growth rescue, BacTiter-Glo, 24 h; Potency, µM (top dose mostly 46.1 µM), for the others: at the top dose growth rescue (activation), usual class: activators; 370,000 compounds, 0.14% hits; AID 652106; note: potency is the fitted concentration of half-maximal effect; % of control where 0% means no effect; nearly all actives have a fitted effect of over 65% in size
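Galactose-induced alpha-syn yeast (OD600=0.02, raffinose-pregrown) + pinned cpd, 24 hr, 30 deg C; growth by BacTiter-Glo luminescence. Growth restoration scores as activation.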
Abeta rescue: restores growth of yeast expressing A-beta42 peptide; Potency, µM (top dose mostly 46.1 µM), without a hit: top-dose growth rescue, hits mostly activators; yeast expressing A-beta42, growth rescue, OD600, 48 h; response scale: 0% DMSO, 100% iron-clioquinol control; AID 1347071; 410,000 compounds, 0.063% hits; note: potency is the fitted concentration of half-maximal effect; nearly all actives have a fitted effect of over 55% in size
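Yeast A-beta toxicity model in growth medium with pinned compounds, 48 h at 30 C; growth read as absorbance at 600 nm. Normalized to FeCl3/clioquinol equimolar mix (positive) and DMSO (negative).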
PTHR1 ag: PTHR1 (human) receptor agonism. Potency, µM (highest dose often 115 µM), for inactives: top-dose activation, actives largely listed as activators. AID 743266. HEK293 GP2 PTHR1 cells, GloSensor cAMP luminescence, 1 h. Q03431. 410,000 compounds, 0.075% hits; note: potency is the fitted concentration of half-maximal effect; nearly all actives have a fitted effect of over 55% in size; some results filed as inactive show a strong effect at the top dose; inactives centre near -15; many of its hits are not listed in these tables
Target sequence (Q03431 whole entry, looked up): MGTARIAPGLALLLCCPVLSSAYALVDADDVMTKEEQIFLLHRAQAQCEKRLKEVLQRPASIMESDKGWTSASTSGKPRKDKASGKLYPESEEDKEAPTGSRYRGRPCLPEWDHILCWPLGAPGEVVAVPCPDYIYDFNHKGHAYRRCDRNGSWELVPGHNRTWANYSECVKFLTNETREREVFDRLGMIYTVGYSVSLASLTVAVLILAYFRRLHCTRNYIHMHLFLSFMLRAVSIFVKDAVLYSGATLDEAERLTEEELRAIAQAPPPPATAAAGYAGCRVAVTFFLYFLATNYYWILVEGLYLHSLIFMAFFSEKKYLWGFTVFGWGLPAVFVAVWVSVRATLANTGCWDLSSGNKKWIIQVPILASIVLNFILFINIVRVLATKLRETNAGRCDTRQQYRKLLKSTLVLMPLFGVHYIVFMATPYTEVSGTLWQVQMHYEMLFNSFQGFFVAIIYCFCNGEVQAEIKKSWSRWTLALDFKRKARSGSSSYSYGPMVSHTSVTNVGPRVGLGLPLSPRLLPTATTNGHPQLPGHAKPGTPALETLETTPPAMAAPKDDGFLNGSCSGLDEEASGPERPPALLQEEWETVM
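HEK-293-derived GP2 cells expressing PTHR1 and a GloSensor cAMP reporter, 3,000/well, plated overnight, given luciferin plus IBMX (each 0.5 mM as added) for 1 h at 37 °C, then compound for 1 h at 37 °C. Luminescence was read after 15 min at room temperature.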
pAkt inh: inhibitors of Akt phosphorylation | 360,000 compounds, 0.32% hits | activity change, % for hits at 50 µM | Neuro2A IGF-stimulated pAkt S473 HTRF, 20 min; stronger effect = lower value; in the data active = activity change below about -80%; inconclusive = mostly about -51% to -80%; note: % is set by controls: 0 for no effect and ±100 for the full control effect
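Single-point screen (50 µM final compound) in Neuro2A cells stimulated 20 min with 6 nM IGF at 37 deg C. After lysis, Ser473-phosphorylated Akt read by HTRF (ex 330 nm, em 615/665 nm) as the 665/615 ratio.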
GLP-1R agonist: agonists of human GLP-1 receptor; P43220; HEK293 GLP-1R CRE-luciferase, luminescence, 4-6 h; cells express a hypersensitive GLP-1R form; Potency, µM (titrated, usually from 45.6 µM), for the others: top-dose activation, hits mostly activators; 380,000 compounds, 0.007% hits; AID 624172; note: potency is the fitted concentration of half-maximal effect; % of control where 0% means no effect
* = called active by the depositor; i = inactive; ? = inconclusive; . = no result given; [ ] = remark or other dose. Unless noted, calls come from the whole dose curve; as a rule, active = well fitted curve in the direction sought with a large enough effect; inconclusive = small, poorly fitted or top-dose-only effect, or another doubt; inactive = no such curve, though single readings can be large; an effect the other way counts as inactive or inconclusive.

SMILES	FUS yeast rescue	DRD3 antagonist	GLP-1R inv ag	TDP43 rescue	aSyn yeast inh	Abeta rescue	PTHR1 ag	pAkt inh	GLP-1R agonist
Cc1ccc(S(=O)(=O)N(C)CC(=O)NCCCn2nc(C)cc2C)cc1	14%	-16	-3%	-11%	-7%	-17%	-63%[inhibitor]	i	5%
CN(Cc1ccccc1)C(=O)CSc1cc(=O)n(C)c2ccccc12	12%	5	2%	5%	1%	-14%	-9%	i	25%
Cc1cccn2cc(-c3cccc(NS(=O)(=O)c4ccc(Cl)c(Cl)c4)c3)nc12	?	.	-25%	?	-24%	1%	-3%	.	11%
O=C(NCCO)C(=O)c1c(-c2ccc(Cl)cc2)cc2ccccn12	9%	4	1%	-13%	2%	2%	i	i	6%
COc1nc(-c2ccccc2)c2c(c1C#N)CC(C)(C)OC2	5%	-13	3%	?	-1%	-20%	-16%[57.5 µM]	i	?
Cc1ccccc1NC(=O)c1nnn(-c2ccc3c(c2)OCCO3)c1N	17%	5	-11%	23%	-7%	-15%	-32%	i	9%
O=C(Nc1nc2c(s1)CCc1ccccc1-2)c1ccco1	21%	1	-19%	13µM*	-10%	-15%	-16%[57.5 µM]	i	-7%
COc1cccc2sc(N3CCN(C(=O)C4COc5ccccc5O4)CC3)nc12 (stereo not given)	53%	9	?	?	20%	-13%	-78%[inhibitor]	i	-20%
Cc1ccc(C(=O)N2NC(c3ccccc3F)C3C(=O)N(c4cccc(C)c4)C(=O)C32)cc1 (stereo not given)	?	-15	-21%	21%	?	-3%	-8%	i	-3%
COc1ccc(C2=NOC(C(=O)NCCCn3ccnc3)C2)cc1 (stereo not given)	9%	22	-13%	-4%	-6%	1%	i	i	9%
CCCC1=NN2C(=N)/C(=C\c3cc(C)n(Cc4ccccc4)c3C)C(=O)N=C2S1	22%	-7	-7%	19%	4%	3%	-1%	i	8%
Cc1ccc(N2CCN(C(=O)Nc3cccc([N+](=O)[O-])c3)CC2C)cc1 (stereo not given)	30%	-16	?	1%	-9%	21%	-45%[inhibitor]	i	7%
COc1cccc(-c2cc(C(=O)N3CCN(C(=O)c4ccco4)CC3)[nH]n2)c1	9%	25	3%	14%	?	9%	i	i	13%
CCCCCn1c(C(C)NC(=O)CCC)nc2ccccc21 (stereo not given)	-23%	16	?	7%	0%	2%	i	i	-1%
Cc1cc(C)c(C)c(S(=O)(=O)N2CCC(C(=O)NC3=NCCS3)CC2)c1C	-15%	-18	4%	-6%	1%	-5%	i	i	7%
O=C(CC1(O)C(=O)Nc2ccc(Br)cc21)c1ccc2c(c1)OCO2 (stereo not given)	21%	8	3%	-8%	-3%	-1%	i	i	-3%
CC1=C(C(=O)OC(C)C)C(c2ccco2)NC(=O)N1 (stereo not given)	23%	19	-8%	2%	4%	-1%	-16%[57.5 µM]	i	-9%
CCOc1ccc(CCNC(=O)c2cnc3sc(N4CCCCC4)nn3c2=O)cc1	4%	.	-2%	10%	.	-3%	i	.	.
COc1ccc(-n2nc(C(=O)NCC(=O)N3CCN(c4ccc(F)cc4)CC3)c3ccccc3c2=O)c(OC)c1	?	4	-8%	-11%	3%	1%	0%	i	3%
COc1ccc(C(=O)c2c(C)c(CCC#N)n3ccccc23)c(OC)c1	17%	-7	1%	-25%	-5%	-12%	i	i	13%
CC(C)c1ccc(NC(=O)c2ccc3c(c2)CCN3S(C)(=O)=O)cc1	-15%	-17	?	8%	4%	-9%	i	i	14%
CCc1ccc(CN2CCC(n3nccc3NC(=O)Cc3ccccc3)CC2)o1	.	7	-18%	6%	-2%	9%	i	i	0%
O=C(CN1CCN(Cc2ccc(F)cc2)C1=O)NCc1ccc(F)cc1	-18%	.	5%	2%	.	-18%	-9%	.	.
CC(C)(C)C(=O)NN=C1CCC(c2ccccc2)CC1 (stereo not given)	11%	38	9%	-3%	0%	-2%	i	i	-4%
CCOc1ccc(C(=O)NCC2CCN(CC3CCCCC3)CC2)cc1	13%	3	-3%	-11%	-7%	9%	-10%	i	1%
CCOC(=O)C1CCN(C(=O)c2cccc(S(=O)(=O)N3CCc4ccccc43)c2)CC1	28%	2	?	12%	5%	-8%	-16%	i	10%
CCN(CC)CC#CC(C)(C)OC(C)=O	5%	-16	-16%	-19%	-4%	-2%	i	i	-3%
CCN(Cc1nc2ccccc2n1C)c1ccccc1	1%	0	?	6%	-8%	8%	-6%	i	1%
CC(Oc1ccc2oc(-c3ccccc3)c(C(=O)O)c2c1)C(=O)O (stereo not given)	25%	15	-15%	1%	5%	-1%	i	i	0%
CC(/C=C1\SC(=Nc2cccnc2)NC1=O)=C\c1ccccc1	23%	-12	-32%	4%	-1%	-1%	-10%	i	-20%
CCOc1ccc(S(=O)(=O)Nc2cccc(C(=O)N(C)CC(=O)Nc3ccc(OC)cc3)c2)cc1	.	2	7%	25%	29%	9%	-21%	i	0%
COC(=O)C1=CN(c2ccc(OC)cc2)C=C(C(=O)OC)C1c1cccc(F)c1	-6%	10	?	14%	-1%	-4%	-9%	i	4%
NC1=NC(=O)/C(=C/c2cn(Cc3ccccc3)c3ccccc23)S1	?	-13	66%[activator]	-8%	-5%	-6%	i	i	12%
CNc1c(N)c(=O)oc2ccccc12	15%	-23	4%	-24%	-2%	-6%	i	i	3%
CCN(C[C@H]1N[C@@](Cc2ccccc2)(C(=O)OC)[C@H]2C(=O)N(Cc3ccccc3)C(=O)[C@@H]12)S(=O)(=O)c1ccc(C)cc1	22%	72	11%	14%	1%	2%	i	i	2%
CCCN1CCN(CCCNC(=O)Cn2cc3c(n2)CCCC3)CC1	-17%	-12	-4%	3%	-2%	-7%	-10%	i	-3%
CC(C)(C)OC(=O)N(CCc1ccccc1)Cc1cccc(OCc2cccc(NC(=O)c3ccccc3)c2)c1	-22%	5	10µM*	-5%	-1%	5%	-20%	i	-3%
CCOc1ccc(NS(=O)(=O)c2cc(C(=O)N3CC(C)OC(C)C3)ccc2C)cc1 (stereo not given)	22%	-30	-3%	11%	-1%	-1%	i	i	-1%
COc1ccc(O)c(C(=O)CC(=O)c2ccc(F)cc2)c1	.	?	?	-50%[inhibitor]	14%	3%	-27%	i	-6%
CCc1nnc(NC(=O)c2ccc(C)o2)s1	11%	4	11%	18%	2%	5%	i	i	-4%

Compounds shown so far that have a tert-butyl group:
SMILES	FUS yeast rescue	DRD3 antagonist	GLP-1R inv ag	TDP43 rescue	aSyn yeast inh	Abeta rescue	PTHR1 ag	pAkt inh	GLP-1R agonist
CC(C)(C)C(=O)NN=C1CCC(c2ccccc2)CC1 (stereo not given)	11%	38	9%	-3%	0%	-2%	i	i	-4%
CC(C)(C)OC(=O)N(CCc1ccccc1)Cc1cccc(OCc2cccc(NC(=O)c3ccccc3)c2)c1	-22%	5	10µM*	-5%	-1%	5%	-20%	i	-3%

Additional entries follow.
SMILES	FUS yeast rescue	DRD3 antagonist	GLP-1R inv ag	TDP43 rescue	aSyn yeast inh	Abeta rescue	PTHR1 ag	pAkt inh	GLP-1R agonist
COc1ccc(-c2cc3c(c4c2ccn4C)C2CCC3O2)cn1 (stereo not given)	6%	?	-7%	13µM*	?	-2%	-20%	i	8%
CSc1c(CC(=O)Nc2ccccc2)n(Cc2ccccc2)c2ccccc12	-7%	6	-2%	6%	1%	5%	-4%	i	-9%
CN(CC(=O)Nc1ccc(Cl)c(Cl)c1)C(=O)c1cccc2cccnc12	?	-11	-14%	20%	8%	1%	i	i	-3%
O=C(O)c1cccc(-n2nnnc2SCc2ccccn2)c1	6%	-10	34%	-10%	5%	-5%	i	i	22%
CCOc1cc(NC(=S)NCc2ccccc2)c(OCC)cc1NC(=O)C(C)C	2%	-28	-16%	-3%	-9%	3%	?	i	-6%
Cc1ccc(-c2csc(NC(=O)C3CCN(S(=O)(=O)c4cccs4)CC3)n2)cc1	.	-22	?	-9%	-14%	-11%	-92%[inhibitor]	i	-21%
CCOc1ccc(C(=O)CSc2nnc3ccccn23)cc1	31%	0	3%	-6%	-6%	-16%	-7%[57.5 µM]	i	-24%
COc1cccc2cc(-c3nc(-c4ccc(Cl)cc4)cs3)c(=O)oc12	-10%	.	9%	1%	.	-4%	i	.	.
CCOC(=O)c1sc(NC(=O)CSc2nccc(C)n2)c(C#N)c1C	-23%	-5	11%	6%	-8%	-1%	-7%	i	-4%
O=C(NN1C(=O)C2C3C=CC(C4CC34)C2C1=O)c1cccc(Cl)c1 (stereo not given)	11%	-8	0%	0%	-3%	8%	-4%	i	0%
CC(C)c1nc(SCC(=O)NC2CCCC2)c2c(=O)n(C)c(=O)n(C)c2n1	-2%	0	-8%	-4%	0%	4%	i	i	3%
O=C(CC1SC(N2CCOCC2)=NC1=O)Nc1ccc(Cl)c(C(F)(F)F)c1 (stereo not given)	-20%	5	-4%	14%	-8%	-8%	-13%	i	4%
CCCN(CCC)c1c([N+](=O)[O-])c(=O)oc2ccccc12	9%	13	3%	-6%	6%	1%	-17%	i	2%
COc1ccc(C(=O)NC(=S)N2CCCCC2)cc1	12%	-12	-3%	-10%	-23%	-17%	?	i	4%
CCCCn1c(N)c(N(CC(C)C)C(=O)CSc2ccc3c(c2)OCCO3)c(=O)[nH]c1=O	-25%	-12	15%	-12%	-1%	7%	54%	i	-5%
COC(=O)c1c(NC(=O)c2nc(SCc3ccc(C)cc3)ncc2Cl)sc2c1CCCC2	5%	.	13%	6%	.	-11%	5%	.	.
CC(=O)Nc1ccc(S(=O)(=O)N(C)c2ccc(OCC(=O)NCCc3ccccc3F)cc2)cc1	40%	2	1%	-2%	-14%	0%	-18%	i	-2%
COc1ccc(NC(=O)c2nc[nH]c2C(=O)N[C@@H](C)c2ccccc2)cc1	38%	8	?	19%	-15%	5%	-22%	i	4%

Screening results deposited in PubChem by National Center for Advancing Translational Sciences (NCATS).

An excerpt (hit frequency here may not be typical).
